Nrf2 inh: Nrf2 pathway inhibition; A549 ARE-Fluc reporter, luciferase luminescence, 18-24 h; Potency, µM (top dose mostly 46 µM), for inactives: at the highest dose activity change, negative = inhibition, usual class: inhibitors; hit rate 2.1% among 360,000; AID 504444; further: potency means the concentration at half of the fitted maximal effect; on the % scale 0 is the no-effect control and ±100 the full control effect; nearly all actives have a fitted effect of over 60% in size
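A549 ARE_Fluc cells, 5000/well, 5% FBS OPTI-MEM; compounds in dose-response, 18-24 h at 37 °C/5% CO2; CellTiter-Fluor viability read (Ex 405/Em 525), then BugLite luciferase luminescence = Nrf2 activity.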
Mm-Cpn inhibitor: M. maripaludis TRiC chaperonin inhibition | purified Mm-Cpn ATPase, ADP Transcreener TR-FRET | Potency, µM (series often up to 76.9 µM), for inactives: top-dose activity, negative = inhibition, most hits filed as inhibitors | AID 504842 | hit rate 0.031% among 330,000; further: potency means the concentration at half of the fitted maximal effect; on the % scale 0 is the no-effect control and ±100 the full control effect; nearly all actives have a fitted effect of over 80% in size
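Purified archaeal chaperonin (25 nM final) was preincubated with compound for 10 min at 37°C, then ATP (10 uM final) was added for 30 min at 37°C in Tris pH 7.4/KCl/MgCl2/DTT buffer. ADP was quantified by HTRF Transcreener TR-FRET.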
CCT chaperon mod: modulators of cytosolic chaperonin (CCT/TRiC) activity; activity change, % (concentration not given with the values), hits read low; purified chaperonin ATPase assay, HTRF ADP detection, 30 min; AID 651819; hit rate 0.3% among 360,000; in the data active means activity change below about -30%; further: on the % scale 0 is the no-effect control and ±100 the full control effect
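Enzyme 40 or 20 nM (batch-dependent) in Tris pH 7.4/KCl/MgCl2/DTT; cpd 76 uM single point; ATP 10 uM; 30 min 37 °C; Transcreener ADP HTRF detection, 30 min RT; ratio 665/615.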
HepG2 viability: kills HepG2 cells in TGF-b inhibitor counter-screen | hit rate 0.76% among 410,000 | HepG2 CAGA-GFP viability, ATP luminescence, 18 h | Potency, µM (doses to about 46.1 µM), without a hit: at the top dose activity change, negative = cytotoxicity, hits mostly cytotoxic; further: potency means the concentration at half of the fitted maximal effect; some results filed as inactive show a strong effect at the top dose
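CellTiter-Glo luminescence gave cytotoxicity after 18 hours at 37 degrees C. The cells were HepG2 CAGA-GFP in 1% FBS DMEM, stimulated with 500 pg/mL TGF-beta after compound addition. %Activity was normalised to no-cell wells (complete cell-killing) and DMSO (no toxicity), and curves were fitted and classified.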
Abeta rescue: A-beta toxicity reversal in yeast. Potency, µM (series often up to 46.1 µM), for the others: top-dose growth rescue, most hits filed as activators. yeast expressing A-beta42, growth rescue, OD600, 48 h; response scale: 0% DMSO, 100% iron-clioquinol control. hit rate 0.063% among 410,000; further: potency means the concentration at half of the fitted maximal effect; nearly all actives have a fitted effect of over 55% in size
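Yeast A-beta toxicity model in growth medium with pinned compounds, 48 h at 30 C; growth read as absorbance at 600 nm. Normalized to FeCl3/clioquinol equimolar mix (positive) and DMSO (negative).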
Akt phos inh: Akt phosphorylation inhibition; Neuro2A IGF-stimulated pAkt S473 HTRF, 20 min; hits give low values; activity change, % for hits at 50 µM; hit rate 0.32% among 360,000; in the data active means activity change below about -80%; inconclusive means mostly about -51% to -80%; further: on the % scale 0 is the no-effect control and ±100 the full control effect
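Neuro2A cells (4,500/well, DMEM with 0.5% FBS) were treated with compound at a single 50 µM final concentration, stimulated with 6 nM IGF for 20 min at 37 °C, and lysed. Phospho-Akt Ser473 was read by HTRF as 665/615 ratio ×10^4.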
A549 tox: A549 cytotoxicity, counter-screen for Nrf2 inhibitors; A549 ARE-Fluc cells, CellTiter-Fluor viability, 18-24 h; Potency, µM (top dose mostly 46 µM), for the others: at the top dose activity change, negative = cytotoxicity, hits mostly inhibitors; hit rate 0.16% among 390,000; AID 504648; further: potency means the concentration at half of the fitted maximal effect; on the % scale 0 is the no-effect control and ±100 the full control effect
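Cytotoxicity counterscreen: CellTiter-Fluor fluorescence was measured in A549 ARE_Fluc cells after 18-24 h of compound exposure in a concentration series. The subsequent BugLite luminescent read reports ARE-luciferase activity.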
Nrf2 ARE act: activators of Nrf2 (ARE) signaling. hit rate 0.31% among 410,000. Potency, µM (highest dose often 46.1 µM), for inactives: at the top dose activation, usual class: activators. AREc32 ARE-luciferase reporter (MCF7-derived line), luminescence, 24 h; further: potency means the concentration at half of the fitted maximal effect; % of control where 0% means no effect; nearly all actives have a fitted effect of over 65% in size
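Nrf2 activation is followed as ARE-luciferase induction in the AREc32 line after one day of compound treatment; luminescence is read with Steady-Glo.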
TGFb inhibitor: blocks TGF-b signaling; HepG2 CAGA-GFP TGF-b/SMAD3 reporter, GFP fluorescence, 18 h; TGF-beta stimulated, 500 pg/mL final; Potency, µM (top dose mostly 46.1 µM), for inactives: at the top dose activity, negative = inhibition, most hits filed as inhibitors; hit rate 1.2% among 410,000; further: potency means the concentration at half of the fitted maximal effect; on the % scale 0 is the no-effect control and ±100 the full control effect; nearly all actives have a fitted effect of over 65% in size
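GFP signal (ex488/em500-530) from TGF-beta-stimulated HEPG2 CAGA-GFP cells, 500 pg/mL final, 18 h at 37 degrees C in DMEM plus 1% FBS, normalized to unstimulated and DMSO-stimulated controls.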
Active calls of the source: *; i = inactive; ? = inconclusive; · = not tested or not shown; [ ] = dose if it differs, or a comment. Unless noted, the call rests on the fitted dose curve; in most records, active means well fitted curve in the direction sought with a large enough effect; inconclusive means small, poorly fitted or top-dose-only effect, or another doubt; inactive means no such curve, though single readings can be large; an effect the other way counts as inactive or inconclusive.

SMILES	Nrf2 inh	Mm-Cpn inhibitor	CCT chaperon mod	HepG2 viability	Abeta rescue	Akt phos inh	A549 tox	Nrf2 ARE act	TGFb inhibitor
CCn1c(-c2ccccc2)c(C(=O)O)c2ccccc21	·	-4%	-0.9	-3%	-5%	i	9%	0.4%	?
CSc1ccc(-c2nnn(Cc3ccccn3)n2)cc1	·	1%	0.0	1%	-14%[9.22 µM]	i	-1%	1.6%	21%
CN(CC(=O)Nc1ccc(F)cc1)CC(=O)N1CCc2ccccc21	6%	1%	1.8	-14%	23%	i	-3%	0.2%	-4%
CCCn1c2ccccc2c2nnc(SCC(=O)OCC)nc21	·	-2%	1.0	2%	-10%	i	2%	-0.1%	18%
O=C1NC[C@H](Cc2ccc(O)cc2)N(CCc2cccc(F)c2)C1=O	·	·	-1.7	·	-20%	i	·	-0.9%	·
NCCCC(N)(C(=O)O)C(F)F (stereo not given)	?	?	-2.0	-14%	-18%	i	-1%	-0.1%	-5%
COC(=O)c1ccc(N2CCN(c3ccccc3)CC2)c(NC(=O)C2CC2)c1	-14%	1%	-5.5	-29%	3%	i	1%	-0.2%	-28%
CCn1cc(C(=O)NCCCN2CCC(C)CC2)c(=O)c2cc(S(=O)(=O)N3CCOCC3)ccc21	1%	-1%	1.1	13%	-3%	i	-11%	0.0%	8%
Cc1ccc(C)c(N2CCN(C(c3ccccc3)c3nnc(-c4ccccc4)o3)CC2)c1 (stereo not given)	1%	·	·	-21%	24%	·	0%	3.9%	-7%
CCc1nc2ccccc2n(CCOCCn2c(=O)c(CC)nc3ccccc32)c1=O	5%	4%	-4.1	-32%	-7%	i	1%[1.84 µM]	-0.3%	2%
CCCn1cnnc1CNC(=O)[C@H]1O[C@@H](n2ccc(N)nc2=O)[C@H](O)[C@@H]1O	·	·	0.4	·	-8%	i	·	0.2%	·
Cc1ccc(NC(=O)c2cnc(SCC(=O)c3ccccc3)n(C)c2=O)cc1	?	-14%	-1.5	-4%	3%	i	1%	2.5%	11%
CCCCOc1ccc(N2C(=O)C(C)CNC2=S)cc1 (stereo not given)	-12%	·	-2.6	-13%	9%	i	-7%	-0.4%	-8%
COc1cccc(SCC(=O)N2CCN(c3ccccc3)CC2)c1	?	0%	0.8	-3%	2%	i	-1%	-0.9%	-2%
CCOC(=O)CCCc1c[nH]c2ccccc12	-7%	0%	1.0	-13%	11%	i	6%	0.2%	1%
O=C(Cn1nc(Cc2cccnc2)c2ccccc2c1=O)N1CCN(C(=O)c2ccco2)CC1	-8%	-5%	-0.6	-4%	0%	i	-10%	-0.5%	-3%
Cc1cccc(C)c1-n1c(C)cc(/C=N\NC(=O)CC(=O)NC2CCCCC2)c1C	-23%	-5%	-3.4	-4%	-2%	i	-1%	3.0%	-3%
Cc1ccccc1-n1c(SCC(=O)N2CCN(c3ccccc3)CC2)nnc1-c1ccncc1	-25%	3%	-0.2	-16%	2%	i	5%	-0.6%	-1%
CC1(C)O[C@@H]2[C@H](O1)[C@@H](COS(=O)(=O)O)O[C@H]2n1ccc(=O)[nH]c1=O	?	1%	-1.9	-14%	4%	i	2%	0.0%	4%
Cn1cc(S(=O)(=O)N2CCCCCC2)cc1C(=O)Nc1ccccc1F	·	·	·	-9%	-2%	·	2%	-0.2%	-6%
O=C(CSCC(=O)N1CCOCC1)Nc1nc(-c2ccc3c(c2)OCO3)cs1	20%	0%	-2.5	-15%	0%	i	11%	5.1%	-3%
CN(C(=O)c1cccc(NC(=O)Cc2ccc(NC(=O)C3CCCN(C(=O)CCc4ccccc4)C3)cc2)c1)C1CCCC1 (stereo not given)	21µM*	·	0.1	2%	2%	i	?	4.3%	?
CCc1ccccc1NC(=O)CN(c1ccccc1)S(=O)(=O)c1ccsc1C(=O)OC	-16%	·	·	-27%	-6%	·	9%	2.7%	?
CCCCNC(=O)c1ccc(CS(=O)(=O)c2ccc(C)cc2)o1	-3%	1%	0.3	0%	-10%	i	5%	-0.3%	5%
CCOC(=O)c1[nH]c2ccccc2c1NC(=S)Nc1ccccc1	?	-11%	1.0	-20%	29%	i	10%	22%	3%

Single records (already shown). Order of values: Nrf2 inh | Mm-Cpn inhibitor | CCT chaperon mod | HepG2 viability | Abeta rescue | Akt phos inh | A549 tox | Nrf2 ARE act | TGFb inhibitor
COC(=O)c1ccc(N2CCN(c3ccccc3)CC2)c(NC(=O)C2CC2)c1 as listed: -14% | 1% | -5.5 | -29% | 3% | i | 1% | -0.2% | -28%
Cc1ccc(C)c(N2CCN(C(c3ccccc3)c3nnc(-c4ccccc4)o3)CC2)c1 (stereo not given) as listed: 1% | · | · | -21% | 24% | · | 0% | 3.9% | -7%
CCn1c(-c2ccccc2)c(C(=O)O)c2ccccc21 as listed: · | -4% | -0.9 | -3% | -5% | i | 9% | 0.4% | ?

Further structures follow.
SMILES	Nrf2 inh	Mm-Cpn inhibitor	CCT chaperon mod	HepG2 viability	Abeta rescue	Akt phos inh	A549 tox	Nrf2 ARE act	TGFb inhibitor
Cn1cccc1CC(=O)N/N=C/c1cccc2ccccc12	4%	-3%	1.0	-1%	-9%	i	-2%	9.1%	-10%
CCN(CC)CCN(C(=O)c1ccc(C(=O)c2ccccc2)cc1)c1nc2cc3c(cc2s1)OCO3	-8%	-1%	-3.0	-8%	3%	i	8%	-0.5%	-2%
COc1ccc(CN2CCN(CC=C(C)C)C(CCO)C2)cc1Cn1cncn1 (stereo not given)	?	0%	-2.9	10%	-9%	i	13%	-0.1%	10%
Cc1ccc(S(=O)(=O)N(C)/N=C/C=C/c2ccccc2)cc1	10%	-1%	-0.3	-4%	11%	i	9%	0.1%	-5%
CCN(CC(=O)NCc1ccc(F)cc1)C(=O)COc1ccccc1[N+](=O)[O-]	-6%	1%	-0.3	2%	-1%	i	-2%	-0.4%	7%
CCOC(=O)C1CCN(C(=O)c2cc3cc(C)ccc3[nH]2)CC1	?	0%	1.4	-7%	20%	i	-2%	-0.7%	20%
CCc1nc2c(OCc3ccc(C#N)cc3)cccn2c1N(C)C(=O)c1ccco1	·	·	0.4	3%	7%	i	·	0.2%[9.22 µM]	6%
CN(C(=O)COC(=O)c1sc2ccccc2c1Cl)C1CCCCC1	-18%	-7%	-2.0	1%	13%	i	-3%	0.1%	-9%
O=c1n(Cc2ccccc2)c2cc(Cl)cnc2n1Cc1ccccc1	-5%	-20%	0.1	-19%	-5%	i	21%	3.2%	-9%
CC(=O)c1cccc(N(C(=O)CS(=O)CC(=O)Nc2ccc(F)cc2)C(C(=O)NC2CCCCC2)c2ccc(C)o2)c1 (stereo not given)	-11%	-2%	-0.6	-23%	2%	i	8%	0.1%	-8%
COC(=O)c1cn(NC(=O)Cc2cccc(C(F)(F)F)c2)c(=O)c2ccccc12	-4%	?	-1.9	-25%	-4%	i	0%	-0.4%	-2%
Cc1cccc(NC(=O)CCc2c(C)nc3c(c(C)nn3C(C)(C)C)c2C)c1C	18µM*	·	·	-9%	-1%	·	-9%	0.4%	-10%
CCOc1cc(C(=O)Nc2cc(C)ccn2)cc(OCC)c1OCC	-3%	?	-1.4	-19%	-2%	i	·	0.6%	-1%
COc1ccc(C(=O)/C=C/c2cc(C(=O)O)cc3c2OCOC3)c(O)c1	?	-2%[15.4 µM]	0.7	13%	-7%	i	?	?	15%
CC(=O)Nc1ccc(S(=O)(=O)NCC(CCC(=O)O)C(F)(F)F)cc1 (stereo not given)	-10%	1%	0.0	3%	-16%	i	1%	-0.1%	-13%
O=C1NC(Cc2ccccc2)c2nc3cc(F)ccc3c(=O)n2-c2ncccc21 (stereo not given)	·	·	-1.2	-23%	5%	i	·	-0.1%	5%
CCN(CC)S(=O)(=O)c1ccc(N=Nc2c(N)[nH]c(=O)[nH]c2=O)cc1	2%	-3%	-1.3	-9%	-8%	i	?	-0.2%	-16%
CC(C)N(C)c1ncnc2c1ncn2[C@H]1CN(Cc2ccc(F)cc2)C[C@@H](CO)O1	·	·	0.3	-7%	0%	i	·	3.0%	15%
Cn1c(=O)n(C)c2cc(NC(=O)c3ccccc3)ccc21	·	·	0.1	-5%	2%	i	·	21%	-6%
CCN1CCN(C(=O)c2ccc(CS(=O)(=O)Cc3ccccc3Cl)o2)CC1	·	·	0.4	1%	4%	i	·	0.7%	-7%
O=C(C1CC(Cl)CN1S(=O)(=O)c1ccc(Cl)cc1)N1CCOCC1 (stereo not given)	-1%	-1%	-0.2	-39%	6%	i	-3%	-0.7%	-25%
Cc1cnc(C(=O)OCC(=O)c2cc(C)n(C)c2C)cn1	16%	2%	0.4	-3%	3%	i	1%	-0.9%	-3%
N#CC1C(=O)c2ccccc2C1c1ccccc1 (stereo not given)	3%	·	-2.5	14µM*	-51%[inhibitor]	i	-6%	11%	?
CC(CNC(=O)c1ccc(N)cc1)NC(=O)c1ccc(N)cc1 (stereo not given)	-5%	0%	-2.6	-2%	-14%	i	0%	3.2%	?
C/C(CC1(O)C(=O)N(Cc2ccccc2)c2ccccc21)=N\O (stereo not given)	-23%	·	-0.2	-22%	15%	i	-7%	0.1%	-6%
O=C(CN1CCN(c2ncccn2)CC1)Nc1ccccc1-n1cccc1	?	-3%	0.9	-16%	-13%	i	1%	-0.3%	-15%
Cc1nc(-c2ccc(Cl)cc2)sc1CCNC(=O)c1ccco1	·	·	·	-21%	-52%[inhibitor]	·	1%	12%	?
CCC(C(=O)NCCCN1CCCC1=O)n1c2ccccc2c2nc(=O)cc(C)n21 (stereo not given)	1%	2%	0.5	16%	-8%	i	2%	-0.6%	5%
CCN1C(=O)C2C(c3ccc(O)c(OC)c3)NC(C)(C(=O)OC)C2C1=O (stereo not given)	-1%	1%	-0.5	-5%	8%	i	1%	-0.6%	6%

Screens: PubChem, National Center for Advancing Translational Sciences (NCATS)
